Cardiac RTF inh – cardiac RTF calcium desensitization; P19429+P45379; IANBD-labeled cardiac RTF, Ca2+ fluorescence; inhibition, % at 7.15 µM; 0.12% of 340,000 active; AID 493244;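 active means inhibition above the mean inhibition of all tested compounds plus 3 SD, cut at about 17% in these data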;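 further: assay run at fixed EC70 calcium of 1.6 mM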
OPRM1-OPRD1 ag – agonists of human mu-delta opioid receptor heterodimerization; cells, OPRM1-OPRD1 heterodimerization, luminescence; activation, % at 9.3 µM; 0.3% of 340,000 active; P35372+P41143; AID 504326; in the data active means activation above about 18%;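 further: 0% = vehicle-treated cells and 100% = reference agonist; values of inactives mirror those of a sister screen read the other way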
V-ATPase pHluor – alters yeast V-ATPase proton transport | S. cerevisiae, pHLuorin cytosolic pH fluorescence | 0.37% of 350,000 active | AID 504577 | response, % at 10 µM; in the data active means response mostly above about 7.3%, no sharp cut-off; inactive means mostly below about 5.4%; further: actives read high; inactives centre near 0; some compounds called inactive have numbers as strong as hits; reference of the scale not given here
Wnt act – activates Wnt/beta-catenin signaling in a reporter cell assay; activator, plate reader; activation, % at 9.35 µM; 1.2% of 300,000 active; in the data active means activation above about 30%, passing the limit was not always enough;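 further: 0% = neutral control wells and 100% = positive control wells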
Keap1 Nrf2 FP – inhibitors of human Keap1-Nrf2 protein-protein interaction | Keap1 Kelch-Nrf2 peptide fluorescence polarization, 1536-well | inhibition, % at 9.4 µM | 0.15% of 340,000 active | AID 504523; in the data active means inhibition above about 12%;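 further: human Keap1 Kelch domain with fluorescein labeled Nrf2 9mer peptide probe; 0% = neutral control wells and 100% = peptide positive control; higher means more block of Keap1 binding to Nrf2 peptide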
Arrestin-AP2 inh – human beta-arrestin and AP2 interaction inhibition | 0.31% of 340,000 active | inhibition, % at 10 µM | FITC-arrestin peptide / GST-AP2 beads, flow cytometry; AP2 beta2 appendage carries R879A mutation;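 active means inhibition above a set limit, near 3 SD of compounds lacking own fluorescence, cut at about 54% in these data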;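 further: plate controls were DMSO wells for no effect and 5 µM unlabelled arrestin peptide for full effect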
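system = GST-tagged AP2 beta2-adaptin appendage (R879A) on 4 µm glutathione beads | reagent = FITC-labelled arrestin peptide probe, 50 nM final | schedule = compound with beads 12 min RT, then probe 1 h RT | signal = HyperCyt-sampled flow cytometry, FL1 channel, ex 488/em 535 nm | read-out = percent response from loss of bead-bound FITC fluorescence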
LANA DNA inh – KSHV C-LANA DNA binding inhibition | 0.078% of 340,000 active | MBP-C-LANA/FAM-LBS DNA binding, fluorescence polarization | AID 504423 | inhibition, % at 9 µM;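 active means highest replicate inhibition at or above 60% at 9 µM, even if other replicates fall short; inactive means all replicates below 60% inhibition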;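 further: 0% = neutral control wells and 100% = 4 µM acridine orange control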
RTF Ca sens act – cardiac RTF calcium sensitization. P19429+P45379. IANBD-labeled TnC RTF fluorescence at EC20 calcium; 0% EC20 calcium, 100% full calcium. activation, % at 7.2 µM. 0.24% of 340,000 active. AID 493008;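 active means activation above the mean over all tested compounds plus 3 SD, cut at about 30% in these data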;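 further: rise in fluorescence read as greater calcium sensitivity of cardiac thin filaments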
MOR-DOR inv ag – mu-delta opioid heterodimer inverse agonism; P35372+P41143; cell-based MOR-DOR heterodimer luminescence; inhibition, % at 9.3 µM; 0.21% of 340,000 active; AID 504357; in the data active means inhibition above about 22%, passing the limit was not always enough;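 further: 0% = cells with DMSO and 100% = wells without cells with DMSO; values of inactives mirror those of a sister screen read the other way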
DSG3 Ab inh – blocks pemphigus antibody binding to human desmoglein-3. P32926. DSG3-coupled beads, scFv-anti-DSG3-GFP binding, flow cytometry; active compounds read low. binding (percent of control), % at 10 µM. 0.48% of 310,000 active;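 active means binding more than 3 SD below its plate's average and above zero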;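 further: hits lower antibody fragment binding to DSG3; some compounds called inactive have numbers as strong as hits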
Target sequence (P32926 whole entry, looked up, the tested form may be a part): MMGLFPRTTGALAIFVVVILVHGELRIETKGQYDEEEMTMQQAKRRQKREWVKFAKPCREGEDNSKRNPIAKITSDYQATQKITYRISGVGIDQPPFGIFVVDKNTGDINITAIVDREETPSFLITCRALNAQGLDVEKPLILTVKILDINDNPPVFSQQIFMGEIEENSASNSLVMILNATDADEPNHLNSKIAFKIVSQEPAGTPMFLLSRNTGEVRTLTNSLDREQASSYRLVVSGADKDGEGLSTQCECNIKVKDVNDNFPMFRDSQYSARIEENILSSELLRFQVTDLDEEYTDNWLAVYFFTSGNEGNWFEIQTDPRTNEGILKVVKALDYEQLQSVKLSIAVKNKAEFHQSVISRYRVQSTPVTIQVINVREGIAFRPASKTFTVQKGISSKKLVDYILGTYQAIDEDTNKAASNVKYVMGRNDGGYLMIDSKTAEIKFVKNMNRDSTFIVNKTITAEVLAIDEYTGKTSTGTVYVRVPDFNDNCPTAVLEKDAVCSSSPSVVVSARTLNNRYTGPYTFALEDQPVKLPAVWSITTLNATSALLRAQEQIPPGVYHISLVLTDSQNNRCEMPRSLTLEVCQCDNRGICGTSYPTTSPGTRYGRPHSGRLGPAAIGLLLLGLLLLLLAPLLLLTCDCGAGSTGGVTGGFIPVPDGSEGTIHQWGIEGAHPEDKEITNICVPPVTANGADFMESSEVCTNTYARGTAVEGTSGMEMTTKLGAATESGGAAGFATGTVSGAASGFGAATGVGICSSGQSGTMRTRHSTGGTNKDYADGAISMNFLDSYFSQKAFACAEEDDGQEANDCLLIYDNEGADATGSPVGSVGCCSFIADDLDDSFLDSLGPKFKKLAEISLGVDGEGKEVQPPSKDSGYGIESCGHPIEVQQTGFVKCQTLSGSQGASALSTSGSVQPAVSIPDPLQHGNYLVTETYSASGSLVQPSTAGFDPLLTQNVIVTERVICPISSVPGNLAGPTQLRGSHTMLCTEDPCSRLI
* hit, by the source's call; · = no result given. Not a hit list; any-hit rate near 3.1%.

Below each compound: Cardiac RTF inh, OPRM1-OPRD1 ag, V-ATPase pHluor, Wnt act, Keap1 Nrf2 FP, Arrestin-AP2 inh, LANA DNA inh, RTF Ca sens act, MOR-DOR inv ag, DSG3 Ab inh
CCOc1ccc(CNC(=O)C2CCCN(c3nnc(C)c4c(C)n(-c5ccccc5)nc34)C2)cc1 (centres undefined)
    -3, 1.2, 0, 2, 0, 15, 1.5, 7, -6, 103
O=S(=O)(NC1CC(NS(=O)(=O)OCC(Cl)(Cl)Cl)C2CCCCC12)OCC(Cl)(Cl)Cl (centres undefined)
    2, 6.1, 1, ·, -5, 21, -1.6, 4, -33, 100
Cc1ccc(C(=O)NC(=S)NCc2ccccc2)cc1
    -8, -1.3, 1, 3, -5, 10, -4.4, 9, 6, 102
COc1ccccc1/C=C/C(=O)NCC(=O)N/N=C/c1ccccc1[N+](=O)[O-]
    2, 0.9, 2, 0, -4, 6, -1.0, -2, -6, 103
Cc1cc(=O)oc2cc(OCC(=O)OCC(=O)NC(C)C)ccc12
    -8, 1.4, -3, 7, -6, -2, 5.5, 21, -7, 102
CCOc1ccc(NC(=S)N2CCN(c3ccc(N4CCOCC4)nn3)CC2)cc1
    -23, -1.8, -1, -8, -5, -2, 0.2, -3, 11, 78
CCc1ccccc1NC(=S)/N=C(\N)Nc1nc(C)c2cc(C)ccc2n1
    5, -0.9, -9, -13, -4, 12, 11, -12, 5, 114
CC(C)(C)C(=O)Nc1ccc(C(=O)COC(=O)c2ccccn2)cc1
    -9, -1.3, 2, -1, -4, -1, -0.2, 2, 5, ·
CC(=O)Nc1ccc(C(=O)NCC2CCCCC2)cc1
    -7, -2.1, -3, 1, -1, -14, -2.5, 6, 9, 113
O=C(Nc1ccc2nn(-c3ccccc3)nc2c1)c1cccs1
    3, 2.9, -1, -3, -2, -5, 1.1, 2, -17, 92
CCC1CCCCN1C(=O)c1cc2cc(Br)ccc2oc1=O (centres undefined)
    -5, -3.3, -1, 1, 3, -6, 0.7, 0, 16, 111
Cc1cc(C)c2nc(-c3ccco3)cc(C(=O)O)c2c1
    -13, -0.6, 2, -3, -2, 3, 8.1, -1, 3, 101
CCN(CC)C(=O)C1=C(C)NC(=O)NC1c1c(F)cccc1Cl (centres undefined)
    -9, -0.2, -1, ·, -2, -5, 1.1, -9, 1, 90
COC(=O)c1c(NC(=O)COC(=O)[C@@H](NS(=O)(=O)c2cccc(Cl)c2)C(C)C)sc2c1CCC2
    -2, 2.2, -2, -1, -7, 13, 0.7, -14, -12, 121
O=C(Nc1cc(S(=O)(=O)N2CCOCC2)ccc1N1CCOCC1)c1cc2c(s1)CCC2
    -3, -1.8, 2, -1, 0, 16, 0.5, 2, 10, 106
COc1c(F)c(F)c(C(=O)Nc2ccccc2N2CCN(C(=O)C(C)C)CC2)c(F)c1F
    -4, -2.7, 4, ·, -2, 4, -0.1, -3, 15, 104
CCCCN1C(=O)CC(Sc2ccccc2C(=O)O)C1=O (centres undefined)
    3, -0.4, 5, -2, -1, -2, -1.0, 0, 2, 106
CC(C)c1ccc(NC(=O)CCNS(=O)(=O)c2cccc3nsnc23)cc1
    -4, 1.8, -2, ·, -4, -3, 0.4, -5, -11, 102
Cc1cc(C)c(NC(=O)Cn2cc3c(n2)CCCC3)c(C)c1
    -7, -1.1, 0, -2, -3, 2, -0.5, 2, 6, 111
CC(C)Sc1n[nH]c(=O)n1-c1cccc(C(F)(F)F)c1
    -9, -3.0, -4, 11, 3, 46, -0.4, 7, 16, 113
C=CCn1c(C(CCCC)CC(C)O)n[nH]c1=S (centres undefined)
    -2, -0.8, -2, -3, -5, -30, 1.0, -4, 4, 104
C=CCC[C@@H](Cc1ccc(F)cc1)C(=O)OC[C@H](Cc1c[nH]c2ccccc12)NC(=O)[C@@H](CC=C)CC(=O)N[C@H](CO)Cc1ccccc1
    -18, -1.5, -1, -8, 2, 26, 1.3, -3, 8, 102
COc1cccc(-n2nc(C(=O)Nc3ccc4c(c3)OCO4)c3ccccc3c2=O)c1
    -6, -1.5, 2, ·, -9, 1, -1.7, 7, 9, 98
Cc1cc(C)n(Cc2ccc(Cl)cc2Cl)c(=O)c1S(=O)(=O)c1ccccc1
    -5, 0.0, 0, 1, 0, 27, -0.2, -5, 0, 105
Cc1ccc(C(=O)CC2(O)C(=O)N(CCc3ccccc3)c3ccc(Br)cc32)o1 (centres undefined)
    -4, 2.2, 0, 0, -4, -4, 0.3, 0, -9, 109
CCOC(=O)CSc1ccc(C(=O)Nc2ccc(OC)cc2)cn1
    6, -1.5, -3, -2, 3, -7, 0.9, 1, 8, 102
Cc1cccc(N2CCN(C(=O)c3c(Cl)cnn3C)CC2)c1C
    1, 1.5, ·, -2, -3, 7, 1.7, -4, -8, 95
COc1ccc(/C=C/C(=O)Nc2ccccc2C(=O)O)cc1
    3, -0.5, 0, -2, -3, 15, 0.0, 9, 3, 105
Cc1cccc(/C=C/c2onc(C)c2S(=O)(=O)N2CCC(C(=O)N3CCC(C)CC3)CC2)c1
    -1, 0.2, -3, -4, -4, 53, -0.5, -3, -1, 98
NNC(=O)c1nc[nH]c1C(=O)Nc1ccccc1
    -10, 5.6, 6, 0, 0, 23, -1.1, 7, -28, 100
NC(=S)N=Nc1c(O)n(CC(=O)Nc2ccccc2)c2ccccc12
    -15, -2.8, 2, 0, -3, 39, 0.5, -2, 12, 100
Cc1nn(CC2CC2)c(=O)n1-c1ccc(Oc2ccccc2)cc1
    -3, -2.8, -1, 0, 2, -6, -0.9, -6, 13, 103
Cc1ccc(-c2c(C#N)c(N)nc3c2CCCCCC3)o1
    -1, 2.4, ·, 1, -4, -4, 1.1, 11, -13, 77
O=C(O)c1cccc(Nc2ncnc3ccc(Br)cc23)c1
    3, -2.9, 4, 0, 0, 10, 3.2, 0, 15, 91
Cc1cccc(C=NOCCc2ccccc2)n1
    -3, 3.0, -3, -1, -1, 14, 0.0, -6, -15, 93
CCn1c(=O)[nH]c2cc(C(=O)N3CCN(c4ccccc4)CC3)ccc2c1=O
    1, -2.2, 5, 1, 0, 1, 0.0, 2, 12, 101
O=C(N/N=C/C1CC=CCC1)c1ccc(O)cc1O (centres undefined)
    8, -2.0, -2, ·, 1, -12, 2.0, 3, 11, 123
CS(=O)(=O)c1ccc(C(=O)OCC(=O)NC(=O)C2CCCCC2)cc1[N+](=O)[O-]
    4, 0.6, 2, 12, 3, 2, 2.5, 2, -3, 97
NC(=O)NN=C1CC2CC1C1C=CCC21 (centres undefined)
    -2, -3.9, -5, -4, 0, -2, 4.0, -4, 17, 105
CCN(CC)c1ccc2c(C)c(Cl)c(=O)oc2c1
    -18, 4.2, -1, -1, 0, 11, -1.0, 3, -23, 94
O=C(Nc1ccc(OC(F)(F)F)cc1)c1ccccc1-n1cnnn1
    -4, -1.7, 9, -3, 2, 1, 0.7, -6, 7, ·
COc1ccccc1CCNC(=O)NC1CCCCC1
    -12, -1.7, 1, 5, -3, 9, 1.8, -2, 9, 98
Cc1ccc(-c2csc3nc[nH]c(=S)c23)cc1C
    -5, -0.6, -4, ·, -4, 33, 0.6, -5, 3, 80
Cc1cc(Cl)ccc1OCC(=O)Nc1nc(-c2cccnc2)cs1
    -8, -1.8, 3, 0, -3, 9, -0.2, -3, 9, 98
CCOCCn1ccc2c(OCC(=O)Nc3ccccc3OC)cccc2c1=O
    12, -0.9, -4, -2, 4, -2, 0.8, -16, 6, 90
COc1ccc(-c2nc(-c3ccc(Br)o3)no2)cc1OC
    -1, 0.1, ·, 21, -5, -2, -2.1, 12, 0, 89
CCOC(=O)CC1=C(C(=O)OCC)C(c2cccs2)C(C#N)=C(N)O1 (centres undefined)
    -3, -1.3, -2, ·, 1, 27, 0.5, -1, 7, 106
CC(C)n1c(SCCCc2ccccc2)nc2c1c(=O)[nH]c(=O)n2C
    0, 8.3, 0, -1, -2, -4, 2.3, 3, -49, 102
Cc1cc2oc(=O)cc(CN3CCCCC3)c2cc1C
    -9, 2.2, 3, 2, 0, 2, 2.5, -1, -11, 98
CCCCC(=O)Nc1nc2c(s1)COc1ccccc1-2
    -1, 2.8, -8, ·, 0, 20, 0.4, -1, -17, 103
COc1cccc(C(=O)CC(C(=O)O)c2ccc(Cl)cc2)c1 (centres undefined)
    -5, -3.1, -4, 1, 3, -19, 3.4, -2, 14, 89
Cc1cccc(CN2CCC(CNC(=O)Nc3ccc(F)c(Cl)c3)CC2)c1
    -4, 5.1, -2, 2, 0, -3, -0.9, -1, -24, 77
O=C(COc1ccc(F)cc1)Nc1nc2c(s1)CCCC2
    -6, 0.5, -2, 4, 2, 34, 0.7, 4, -3, 102
COc1ccc(NC(=O)[C@@H](NC(=O)c2ccccc2)C(C)C)cc1S(=O)(=O)N1CCCCC1
    9, -1.5, -3, -6, -2, -1, -0.3, 9, 8, 86
CCCCCCCCS(=O)C1CCS(=O)(=O)C1 (centres undefined)
    2, -1.4, -5, ·, -3, -14, -0.8, 3, 6, ·
Cc1ccc(C(=O)OCC(=O)NCCc2ccccc2)cc1S(=O)(=O)N1CCOCC1
    -8, 0.1, -1, 1, -4, 3, 3.0, -1, 0, 104
O=S(=O)(c1cccc(S(=O)(=O)N2CCN(c3ncccn3)CC2)c1)N1CCOCC1
    -6, -1.6, -1, ·, 1, 14, 0.6, -3, 9, 99
CC[C@@]12C(=O)N(c3cccc(F)c3)C(=O)N1[C@H](c1ccc(Cl)cc1)[C@@H]1C(=O)N(C3CCCCC3)C(=O)[C@@H]12
    -7, 8.2, 1, -6, -1, 2, 0.0, 4, -47, 102
CC(C)S(=O)(=O)c1csc(C(=O)NN)c1-n1cccc1
    -7, -1.2, 5, -5, -4, 0, 1.2, -5, 6, 110

Screens: PubChem, several laboratories
